Compound activity: PubChem, several laboratories
TROY signal inh: inhibitors of TROY-driven NF-kB signaling, primary screen, Q293 LMP1-TROYcd cells, NF-kB luciferase, uHTS; actives 0.98% (n = 360,000); inhibition, % at 10 µM; Q293 LMP1-TROYcd NF-kB luciferase reporter, 4 h;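 active = compounds whose plate-normalised and pattern-corrected inhibition of the luciferase reporter signal at the single screening dose is 50% or more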
Shn3 inh set2: reduction of Shn3 3'UTR firefly luciferase signal, primary screen, Schnurri-3 inhibitor project, cell-based, Clone20 osteoblasts, set 2; inhibition, % at 12.5 µM; actives 0.52% (n = 360,000); Clone20 osteoblast Shn3 3'UTR firefly luciferase, 24 h; AID 588674, 2011;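 active = mean inhibition of at least 75% with every replicate also reaching 75%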;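 note: 0% = median of neutral control wells and 100% = pilot-screen positive control compound; some compounds past the cut are filed as inactive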
Peg3 promoter: Peg3 promoter-driven luciferase inhibitors, primary screen, cell-based, HeLa, luciferase luminescence; inhibition, % at 20 µM; HeLa PEG-Prom luciferase reporter, overnight; actives 1.7% (n = 360,000); AID 588405, 2011;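 active = inhibition of at least 50% at 20 µM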
NR2E3 ag-1: NR2E3 agonists in two-hybrid cells, primary screen, cell-based, luminescence, CHO-S, Gal4-NCOR/VP16-NR2E3; AID 602229, 2012; actives 0.35% (n = 360,000); luciferase; inhibition of corepressor binding, % at 3.98 µM; Photoreceptor-specific nuclear receptor (Homo sapiens), Q9Y5X4;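 active = inhibition above the mean of all tested compounds plus 3 SD, cut at about 70% in these data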;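 note: 0% = DMSO with NR2E3 transfected cells and 100% = cells lacking NR2E3 construct; higher means lower luciferase signal from less NR2E3 corepressor binding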
Target sequence (Q9Y5X4 whole entry, looked up, the tested form may be a part): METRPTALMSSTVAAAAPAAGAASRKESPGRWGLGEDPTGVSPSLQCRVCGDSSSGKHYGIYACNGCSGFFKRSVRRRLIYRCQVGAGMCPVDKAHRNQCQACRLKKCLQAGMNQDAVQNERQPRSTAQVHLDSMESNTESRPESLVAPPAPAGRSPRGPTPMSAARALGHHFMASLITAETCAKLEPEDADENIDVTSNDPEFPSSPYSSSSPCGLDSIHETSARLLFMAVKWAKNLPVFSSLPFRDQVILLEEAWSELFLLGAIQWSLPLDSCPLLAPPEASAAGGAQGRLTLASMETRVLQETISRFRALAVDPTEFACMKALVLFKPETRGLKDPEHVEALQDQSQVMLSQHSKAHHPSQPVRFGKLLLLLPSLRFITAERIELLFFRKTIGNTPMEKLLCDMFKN
MITF TRPM1 inh: inhibitors of MITF-dependent TRPM1 promoter reporter, primary screen, cell-based, SK-MEL-5, single point, luciferase. SK-MEL-5 TRPM1 promoter luciferase, 24 h. inhibition, % at 12.5 µM. actives 0.83% (n = 330,000). AID 488899, 2010;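 active = mean inhibition across replicates of 60% or more, whatever share of single replicates reaches that level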; note: values of inactives mirror those of a sister screen read the other way
C8 TRAIL sens: viability loss with TRAIL in NB7+C8 cells, primary screen, TRAIL sensitizer project, cell-based, ATPlite luminescence | inhibition (viability loss, TRAIL sensitization), % at 10 µM | actives 1% (n = 360,000);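 active = compounds causing at least 50% loss of cell viability in the single-dose screen, relative to plate controls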
TWEAK Fn14 block: inhibitors of TWEAK-Fn14 signaling, primary screen, luciferase reporter cells, uHTS; TWEAK-stimulated Fn14 reporter cells, luciferase luminescence, 8 h; inhibition, % at 10 µM; actives 2% (n = 360,000); in the data active = inhibition above about 50%
CF NFkB block: inhibitors of PAF-induced NF-kB signaling, primary screen, cell-based, GFP fluorescence, uHTS; KKLEB NF-kB-GFP reporter, GFP fluorescence overnight; inhibition, % at 5 µM; actives 0.86% (n = 360,000); AID 588850, 2011;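 active = at least 50% inhibition at 5 µM, scaled per plate between neutral and stimulator controls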;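 note: PAF is a Pseudomonas aeruginosa culture filtrate used as stimulus; plate controls were PAF-stimulated DMSO wells for no effect and unstimulated DMSO wells for full effect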
NR2E3 ag-2: inhibitors of NR2E3-RetCOR corepressor binding, primary screen, NR2E3 agonist project, biochemical, TR-FRET, GST-NR2E3, biotin-RetCOR | Photoreceptor-specific nuclear receptor (Homo sapiens), Q9Y5X4 | 1536-well | inhibition of corepressor binding, % at 4.78 µM | actives 0.12% (n = 320,000) | AID 2300, 2010;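 active = percent inhibition above the cutoff of mean plus 3 SD of all tested compounds, set per screening campaign, cut at about 20% in these data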;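 note: 0% = DMSO wells and 100% = biotin wells as full block of FRET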
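Test system – NR2E3–RetCOR corepressor complex · Quantity – NR2E3 fusion 1.35 nM · Buffer or medium – Tris pH 7.5 · Incubation – Compound–protein incubation for 5 h at 4 °C · Technique – TR-FRET, Eu(K)-anti-GST donor, streptavidin-D2 acceptor, ex 340, em 617/671 nm · Evaluation – percent inhibition of 671/617 nm emission ratio versus biotin and DMSO controls · Plate – 1536-well format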
HIF-2a block: HIF-2a reporter inhibitors, primary screen, luminescence, 786-0 RCC cells | inhibition, % at 18.8 µM | 786-0 RCC cells HIF-2a reporter, luciferase luminescence, overnight | AID 624352, 2012 | actives 0.72% (n = 360,000);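 active = inhibition of the luminescence signal of 40% or more relative to plate controls, in a single-dose primary screen at 18.75 µM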
KKLEB tox: cytotoxicity in KKLEB CF airway cells, primary screen, cytotoxicity control for CF NF-kB inhibitor project, cell-based, uHTS, fluorescence assay plates; KKLEB CF airway cells viability, ATPlite luminescence, overnight; active compounds read low; cells stimulated with P. aeruginosa culture filtrate; activity change (cytotoxicity), % at 5 µM; actives 0.36% (n = 360,000); AID 602141, 2011;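 active = corrected activity change at or below -50% at 5 µM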
* hit, by the source's call. These rows are one share of the data (hit frequency here may not be typical).

O=C(CNC(=S)N(Cc1ccccc1)Cc1ccccc1F)NCCc1ccccc1 was read as TROY signal inh 27, Shn3 inh set2 4, Peg3 promoter 36, NR2E3 ag-1 -11, MITF TRPM1 inh -4, C8 TRAIL sens 8, TWEAK Fn14 block 27, CF NFkB block 17, NR2E3 ag-2 4, HIF-2a block 18 and KKLEB tox -6.
For CCOC(=O)c1c(C)[nH]c(-c2csc(C)n2)c1C the results were TROY signal inh -41, Shn3 inh set2 -24, Peg3 promoter -143, NR2E3 ag-1 -59, MITF TRPM1 inh -61, C8 TRAIL sens -16, TWEAK Fn14 block -31, CF NFkB block 30, NR2E3 ag-2 3, HIF-2a block -174 and KKLEB tox 3.
For Cc1cc(N/N=C/c2ccccc2)nc(N)n1 the results were TROY signal inh -38, Shn3 inh set2 -29, Peg3 promoter -143, NR2E3 ag-1 7, MITF TRPM1 inh -55, C8 TRAIL sens 24, TWEAK Fn14 block -18, CF NFkB block -3, NR2E3 ag-2 -1, HIF-2a block -148 and KKLEB tox -1.
Screening COc1ccc(S(=O)(=O)N2CCOCC2)cc1NC(=O)c1ccccc1-c1ccc(C(F)(F)F)cc1 returned TROY signal inh 17, Shn3 inh set2 7, Peg3 promoter 38, NR2E3 ag-1 -5, MITF TRPM1 inh -3, C8 TRAIL sens -7, TWEAK Fn14 block -13, CF NFkB block 1, NR2E3 ag-2 2, HIF-2a block 19 and KKLEB tox -4.
Screening CC(C)(C)C(=O)c1c(N)[nH]c(C(=O)c2ccccc2)c1-c1ccc(Cl)cc1 returned TROY signal inh 11, NR2E3 ag-1 2, C8 TRAIL sens 1, TWEAK Fn14 block 0 and HIF-2a block -18.
Screening COc1ccc(NC(=S)NCC2CCN(c3ccc(OC)cc3)C2)cc1 (stereo not given) returned TROY signal inh 4, Shn3 inh set2 21, Peg3 promoter -113, NR2E3 ag-1 -11, MITF TRPM1 inh 1, C8 TRAIL sens -1, TWEAK Fn14 block -18, CF NFkB block -15, NR2E3 ag-2 -3, HIF-2a block 7 and KKLEB tox -2.
Screening O=C(Cc1ccccc1)Nc1nnc(-c2ccco2)s1 returned TROY signal inh 1, Shn3 inh set2 -33, Peg3 promoter -137, NR2E3 ag-1 -66, MITF TRPM1 inh -50, C8 TRAIL sens -2, TWEAK Fn14 block -30, CF NFkB block -12, NR2E3 ag-2 0, HIF-2a block -163 and KKLEB tox -5.
Cc1ccc(C)c(N2CCN(C(=O)c3nn(C)c4c3CS(=O)(=O)c3ccccc3-4)CC2)c1 was read as TROY signal inh 5, Shn3 inh set2 27, Peg3 promoter 35, NR2E3 ag-1 -4, MITF TRPM1 inh 10, C8 TRAIL sens -5, TWEAK Fn14 block -4, CF NFkB block 5, NR2E3 ag-2 -1, HIF-2a block 22 and KKLEB tox 1.
Nc1nc2ccc(Cc3ccncc3)cc2s1 was read as TROY signal inh -19, Shn3 inh set2 -30, Peg3 promoter -102, NR2E3 ag-1 -67, MITF TRPM1 inh -46, C8 TRAIL sens 21, TWEAK Fn14 block -20, CF NFkB block 17, NR2E3 ag-2 0, HIF-2a block -127 and KKLEB tox -15.
For CN(C)/C=N/c1ncn(-c2ncc(C(F)(F)F)cc2Cl)n1 the results were TROY signal inh -27, Shn3 inh set2 -41, Peg3 promoter -138, NR2E3 ag-1 -51, MITF TRPM1 inh -43, C8 TRAIL sens 7, TWEAK Fn14 block 8, CF NFkB block 1, NR2E3 ag-2 -2, HIF-2a block -120 and KKLEB tox -18.
O=C(CSc1nc2ccccc2c(=O)n1Cc1ccco1)N1CCN(c2ccccc2)CC1 was read as TROY signal inh -28, Shn3 inh set2 4, Peg3 promoter -17, NR2E3 ag-1 6, MITF TRPM1 inh -9, C8 TRAIL sens -7, TWEAK Fn14 block 11, CF NFkB block 3, NR2E3 ag-2 2, HIF-2a block -24 and KKLEB tox -6.
Screening CC1(C)CC(O)CC(C)(C)N1CC(O)COCc1ccccc1 (stereo not given) returned TROY signal inh -10, Shn3 inh set2 12, Peg3 promoter 2, NR2E3 ag-1 3, MITF TRPM1 inh 7, C8 TRAIL sens 15, TWEAK Fn14 block -3, CF NFkB block 22, NR2E3 ag-2 6, HIF-2a block 13 and KKLEB tox 7.
For CCS(=O)c1ccccc1C(=O)OCC(=O)Nc1cccc(S(=O)(=O)N2CCCCC2)c1 (stereo not given) the results were TROY signal inh 20, Shn3 inh set2 6, Peg3 promoter 3, NR2E3 ag-1 -3, MITF TRPM1 inh 12, C8 TRAIL sens 20, TWEAK Fn14 block 35, CF NFkB block -6, NR2E3 ag-2 -1, HIF-2a block 12 and KKLEB tox 9.
Screening O=C(CCc1ccccc1)Nc1cccnc1Cl returned TROY signal inh -15, Peg3 promoter -56, NR2E3 ag-1 -10, MITF TRPM1 inh -19, C8 TRAIL sens 3, TWEAK Fn14 block -12, CF NFkB block 10, NR2E3 ag-2 2, HIF-2a block -93 and KKLEB tox 8.
For CCCN(Cc1nnc(-c2ccccc2Cl)o1)C(=O)c1cc2ccccc2o1 the results were TROY signal inh 1, Shn3 inh set2 -64, Peg3 promoter -163, NR2E3 ag-1 -49, MITF TRPM1 inh -26, C8 TRAIL sens 4, TWEAK Fn14 block -31, CF NFkB block 16, NR2E3 ag-2 0, HIF-2a block -228 and KKLEB tox -15.

Brought forward from above: two entries, then new ones.
Screening O=C(CCc1ccccc1)Nc1cccnc1Cl returned TROY signal inh -15, Peg3 promoter -56, NR2E3 ag-1 -10, MITF TRPM1 inh -19, C8 TRAIL sens 3, TWEAK Fn14 block -12, CF NFkB block 10, NR2E3 ag-2 2, HIF-2a block -93 and KKLEB tox 8.
For CCCN(Cc1nnc(-c2ccccc2Cl)o1)C(=O)c1cc2ccccc2o1 the results were TROY signal inh 1, Shn3 inh set2 -64, Peg3 promoter -163, NR2E3 ag-1 -49, MITF TRPM1 inh -26, C8 TRAIL sens 4, TWEAK Fn14 block -31, CF NFkB block 16, NR2E3 ag-2 0, HIF-2a block -228 and KKLEB tox -15.
For CCn1c(=O)c(C(=O)NCCCO)c(O)c2ccccc21 the results were TROY signal inh 7, Shn3 inh set2 -6, Peg3 promoter 19, NR2E3 ag-1 -24, MITF TRPM1 inh 0, C8 TRAIL sens -7, TWEAK Fn14 block -17, CF NFkB block 1, NR2E3 ag-2 -5, HIF-2a block 3 and KKLEB tox 0.
For Cc1cc(Cl)c(S(=O)(=O)Nc2cccc(O)c2)cc1OCC(N)=O the results were TROY signal inh -1, Shn3 inh set2 -10, Peg3 promoter 8, NR2E3 ag-1 -10, MITF TRPM1 inh 4, C8 TRAIL sens -5, TWEAK Fn14 block -19, CF NFkB block 14, NR2E3 ag-2 2, HIF-2a block 15 and KKLEB tox 4.
For O=C(Nc1ccc([N+](=O)[O-])cc1Br)c1cc2ccccc2nc1Cl the results were TROY signal inh -25, Shn3 inh set2 12, Peg3 promoter -2, NR2E3 ag-1 16, MITF TRPM1 inh 1, C8 TRAIL sens -9, TWEAK Fn14 block -54, CF NFkB block 32, NR2E3 ag-2 -1, HIF-2a block -7 and KKLEB tox -29.
`Cc1cc(C(=O)Nc2ccc(N3CCOCC3)c3nonc23)ccc1[N+](=O)[O-]` gave TROY signal inh 0, Shn3 inh set2 9, Peg3 promoter -23, NR2E3 ag-1 -15, MITF TRPM1 inh -22, C8 TRAIL sens 21, TWEAK Fn14 block -14, CF NFkB block 12, NR2E3 ag-2 -7, HIF-2a block -25 and KKLEB tox 1.
For COc1ccc(-c2cc(C(=O)NC3CCCC3)c3ccccc3n2)cc1OC the results were TROY signal inh -9, Shn3 inh set2 -3, Peg3 promoter 7, NR2E3 ag-1 11, MITF TRPM1 inh 0, C8 TRAIL sens 2, TWEAK Fn14 block 6, CF NFkB block -28, NR2E3 ag-2 1, HIF-2a block 5 and KKLEB tox -13.
For COc1cc(NC(=O)Cn2nc(C(F)(F)F)c(Br)c2C)cc([N+](=O)[O-])c1 the results were TROY signal inh 32, Shn3 inh set2 28, Peg3 promoter 30, NR2E3 ag-1 1, MITF TRPM1 inh -6, C8 TRAIL sens 16, TWEAK Fn14 block 33, CF NFkB block 1, NR2E3 ag-2 1, HIF-2a block -7 and KKLEB tox -7.
`CCOC(=O)N1CCC(NC(=O)c2cc(S(=O)(=O)NCCc3ccccc3)ccc2F)CC1` gave TROY signal inh 7, Shn3 inh set2 13, Peg3 promoter 2, NR2E3 ag-1 -12, MITF TRPM1 inh 0, C8 TRAIL sens 11, TWEAK Fn14 block 21, CF NFkB block -12, NR2E3 ag-2 -1, HIF-2a block 12 and KKLEB tox -2.
Screening CCOC(=O)c1cnc2c(OC)cccc2c1N1CCN(c2ccccc2OC)CC1 returned TROY signal inh -11, Shn3 inh set2 -4, Peg3 promoter 31, NR2E3 ag-1 -15, MITF TRPM1 inh 29, C8 TRAIL sens 6, TWEAK Fn14 block 11, CF NFkB block -10, NR2E3 ag-2 -3, HIF-2a block 7 and KKLEB tox -1.
`COc1cc(CCCN2CCNC[C@@H]2Cc2ccc(O)cc2)cc(OC)c1OC` gave TROY signal inh -10, Shn3 inh set2 -14, Peg3 promoter -14, NR2E3 ag-1 3, MITF TRPM1 inh 3, C8 TRAIL sens -3, TWEAK Fn14 block -12, CF NFkB block -18, NR2E3 ag-2 1, HIF-2a block 12 and KKLEB tox 18.
`COc1ccccc1C(=O)NCCCNC(=O)c1cnccn1` gave TROY signal inh -5, Shn3 inh set2 1, Peg3 promoter -2, NR2E3 ag-1 -8, MITF TRPM1 inh -1, C8 TRAIL sens -14, TWEAK Fn14 block 25, CF NFkB block -2, NR2E3 ag-2 3, HIF-2a block 8 and KKLEB tox -2.
For CC(=O)N1CCCc2cc(S(=O)(=O)N3CCCC(C(=O)Nc4ccccc4C)C3)ccc21 (stereo not given) the results were TROY signal inh -21, Shn3 inh set2 11, Peg3 promoter -4, NR2E3 ag-1 26, MITF TRPM1 inh 6, C8 TRAIL sens -7, TWEAK Fn14 block -1, CF NFkB block -12, NR2E3 ag-2 -3, HIF-2a block 13 and KKLEB tox -4.
